Bioassay records (PubChem BioAssay)
GLP-1R agonist – qHTS of GLP-1 Receptor Agonists | HEK293 GLP-1R CRE-luciferase, luminescence, 4-6 h; cells express a hypersensitive GLP-1R form | Potency, µM (series often up to 45.6 µM), for the others: top-dose activation, hits mostly activators | 380,000 compounds, 0.007% hits | AID 624172, 2012; further: potency means the concentration at half of the fitted maximal effect; % of control where 0% means no effect
GLP1R inv ag – qHTS of GLP-1 Receptor Inverse Agonists (Inhibition Mode); 410,000 compounds, 1.6% hits; Glucagon-like peptide 1 receptor (Homo sapiens), P43220; Potency, µM (highest dose often 38.3 µM), inactives show top-dose activity change, negative = inhibition, usual class: inhibitors; HEK293 GLP-1R CRE-luciferase, luminescence, 24 h; GLP-1R form is constitutively active; AID 624417, 2012; further: potency means the concentration at half of the fitted maximal effect; on the % scale 0 is the no-effect control and ±100 the full control effect; nearly all actives have a fitted effect of over 55% in size
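Inverse agonism was detected as reduced cAMP-driven luciferase luminescence after 24 h compound treatment. The cells were HEK293 clones expressing constitutively active human GLP-1R with the reporter. Reporter-only and GPR119 cell lines served as counterscreen controls.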
PLK1 PBD inh – qHTS for Inhibitors of PLK1-PDB (polo-like kinase 1 - polo-box domain): Primary Screen; AID 720504, 2013; 360,000 compounds, 2.8% hits; Plk1 PBD binding of FITC phosphopeptide, fluorescence polarization; Potency, µM, for inactives: max response, negative = inhibition, hits mostly inhibitors; further: potency means the concentration at half of the fitted maximal effect; series mostly up to about 57 µM; on the % scale 0 is the no-effect control and ±100 the full control effect; nearly all actives have a fitted effect of over 65% in size
Target sequence (P53350 whole entry, looked up, the tested form may be a part): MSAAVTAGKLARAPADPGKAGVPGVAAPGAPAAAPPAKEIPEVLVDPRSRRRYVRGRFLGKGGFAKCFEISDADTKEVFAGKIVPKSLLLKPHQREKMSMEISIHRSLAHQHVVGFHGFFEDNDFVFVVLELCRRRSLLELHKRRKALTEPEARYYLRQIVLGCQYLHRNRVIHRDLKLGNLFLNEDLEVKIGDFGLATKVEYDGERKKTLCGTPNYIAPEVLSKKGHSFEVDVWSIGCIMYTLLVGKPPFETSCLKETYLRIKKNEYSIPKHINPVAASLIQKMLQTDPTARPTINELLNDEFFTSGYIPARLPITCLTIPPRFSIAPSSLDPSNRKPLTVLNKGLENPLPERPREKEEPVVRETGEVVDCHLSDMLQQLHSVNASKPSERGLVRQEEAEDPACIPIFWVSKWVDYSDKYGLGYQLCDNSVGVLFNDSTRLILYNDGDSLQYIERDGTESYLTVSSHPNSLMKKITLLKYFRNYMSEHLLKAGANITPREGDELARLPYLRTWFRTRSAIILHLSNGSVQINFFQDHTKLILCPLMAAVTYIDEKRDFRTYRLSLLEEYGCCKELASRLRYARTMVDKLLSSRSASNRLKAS
DRD3 antagonist – qHTS of D3 Dopamine Receptor Antagonist: qHTS | 360,000 compounds, 2.5% hits | AID 652054, 2013 | D3R cells, DiscoveRx beta-arrestin luminescence, antagonist mode; active compounds read low | max response, negative = inhibition, % | D(3) dopamine receptor (Homo sapiens), P35462; in the data active means max response below about -50%; inconclusive means no clear call, values can overlap the other calls; further: on the % scale 0 is the no-effect control and ±100 the full control effect; mostly tested at two doses, the higher about 12 µM
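Cells expressing the human receptor were seeded at 1500 cells/well, incubated overnight at 37 degrees C in 5% CO2, then exposed to library compounds with dopamine controls for 90 minutes at 37 degrees C before luminescent detection.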
PI5P4K alpha inh – qHTS for Inhibitors of phosphatidylinositol 5-phosphate 4-kinase (PI5P4K); Phosphatidylinositol 5-phosphate 4-kinase type-2 alpha (Homo sapiens), P48426; PI5P4Kalpha enzyme, ADP-Glo luminescence, 60 min; active compounds read low; max response, %; 330,000 compounds, 1.2% hits; active means max response of -50% or lower; inconclusive means between -30% and -50%; inactive means -30% or higher; further: value at the top dose of about 77 µM; on the % scale 0 is the no-effect control and ±100 the full control effect
Target sequence (P48426 whole entry, looked up): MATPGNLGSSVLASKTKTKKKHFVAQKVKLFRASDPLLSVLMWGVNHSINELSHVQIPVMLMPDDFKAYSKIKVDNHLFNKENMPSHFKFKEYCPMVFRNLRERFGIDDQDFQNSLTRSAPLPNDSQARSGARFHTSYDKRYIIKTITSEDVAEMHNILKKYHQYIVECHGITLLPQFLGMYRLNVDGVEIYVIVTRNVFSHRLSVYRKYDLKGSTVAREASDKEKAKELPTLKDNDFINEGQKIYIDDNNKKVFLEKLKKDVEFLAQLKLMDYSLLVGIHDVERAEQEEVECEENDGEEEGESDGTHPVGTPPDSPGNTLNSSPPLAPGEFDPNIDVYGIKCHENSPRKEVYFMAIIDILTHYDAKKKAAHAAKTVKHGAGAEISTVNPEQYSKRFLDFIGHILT
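Reactions run in 0.038 M HEPES pH 7.4, 0.28 mM EGTA, 0.1% CHAPS and 5% DMSO, with PI5P4Kalpha, substrate, compound and 5 microM ATP final, one hour at room temperature. Readout is ADP-Glo luminescence.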
DRD3 agonist – qHTS of D3 Dopamine Receptor Agonist: qHTS; D(3) dopamine receptor (Homo sapiens), P35462; D3R DiscoveRx beta-arrestin cells, luminescence, 90 min; max activation, %; 410,000 compounds, 0.58% hits; AID 652048, 2013; in the data active means max activation above about 30%; further: 0% is about no effect; mostly tested at two doses, the higher about 12 µM
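Agonist-mode cell screen: cells plated at 1500/well and incubated overnight at 37 °C, then exposed to library compounds for 90 min at 37 °C. Detection reagent was added for 30–60 min at room temperature, and luminescence was read.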
IL-2 act – qHTS of IL-2 Activators | IL-2 activation reporter assay, cell-based qHTS; stimulated with anti-CD3/CD4/CD28 beads; in transgenic mouse T cells | activation, % (series mostly up to about 46 µM) | 360,000 compounds, 0.065% hits | AID 652025, 2013; in the data active means activation above about 50%; inconclusive means mostly about 30% to 49%; further: 0% is about no effect
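Screening format: compound pinned onto unstimulated transgenic mouse T cells, 60 min incubation, then anti-CD3/anti-CD4/anti-CD28 bead stimulation for 18 hours at 37 degrees C, followed by EGFP and DsRed detection.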
WRN inhibitor – qHTS for Inhibitors of WRN Helicase; WRN helicase unwinding, fluorescent forked duplex, kinetic; AID 651768, 2012; 360,000 compounds, 0.46% hits; Potency, µM (highest dose often 114 µM), for the others: at the top dose activity change, negative = inhibition, usual class: inhibitors; Bifunctional 3'-5' exonuclease/ATP-dependent helicase WRN (Homo sapiens), Q14191; further: potency means the concentration at half of the fitted maximal effect; on the % scale 0 is the no-effect control and ±100 the full control effect; nearly all actives have a fitted effect of over 55% in size
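Primary qHTS, 1536-well format. 20 nM WRN + compound, 15 min RT; start with 100 nM forked fluorophore/quencher duplex, 2 mM ATP (final); kinetic read ex 525/em 598 nm.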
HEK293 tox – qHTS of GLP-1 Receptor Inverse Agonists: Cytotox Screen | HEK293 cAMP-luciferase reporter cells, luminescence, 24 h | Potency, µM (top dose mostly 38.3 µM), without a hit: at the top dose activity change, negative = inhibition, most hits filed as inhibitors | AID 624418, 2012 | 410,000 compounds, 0.13% hits;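 further: loss of luciferase light is scored as toxicity; potency means the concentration at half of the fitted maximal effect; on the % scale 0 is the no-effect control and ±100 the full control effect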
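1536-well qHTS counterscreen of the MLSMR; 200 cells/uL, 12 h pre-incubation, 23 nL cpd, 24 h at 37 deg C 5% CO2, luciferase detection reagent, 12 min RT, luminescence. Inhibition = undesired.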
Starred values were filed as active, the others as inactive; ? = inconclusive; · = no result given; & = joins results of further samples; [ ] = remark or other dose. Unless noted, the call rests on the fitted dose curve; in most records, active means well fitted curve in the direction sought with a large enough effect; inconclusive means small, poorly fitted or top-dose-only effect, or another doubt; inactive means no such curve, though single readings can be large; an effect the other way counts as inactive or inconclusive. Not a hit list, and some 7.8% of all compounds hit somewhere here.

Results follow in this order: HEK293 tox	PLK1 PBD inh	DRD3 antagonist	GLP1R inv ag	DRD3 agonist	PI5P4K alpha inh	GLP-1R agonist	IL-2 act	WRN inhibitor
[1] COc1ccc(NC(=O)CCCn2c(=S)[nH]c3ccccc3c2=O)cc1
  -27.5%	-11.1%	6.1	-20.2%	-0.1	3.9	5.2%	-1.6	-1.0%
[2] CC(=O)Nc1nc(C)c(-c2csc(Nc3cccc(C(C)=O)c3)n2)s1
  -23.2%	-5.3%	50.4	?	4.8	-15.5	-0.1%	-0.5	-7.3%
[3] S=C(NCC1CCCO1)N1CCN(Cc2ccccc2)CC1 (centres undefined)
  -29.5%	-9.3%	-12.7	2.2%	-1.9	-3.0	0.8%	-0.7	-7.8%
[4] COc1cc(OC)cc(C(=O)NCC(=O)OCC(=O)Nc2ccc3c(c2)OCO3)c1
  6.8%[0.307 µM]	-7.1%	-1.7	0.7%[0.307 µM]	5.2	6.8	4.2%	0.7	-9.2%
[5] CCCCN1C(=O)C(CC(=O)NC(c2ccccc2)c2ccccc2)CC(C(=O)N2CCOCC2)=C1C (centres undefined)
  3.0%	-4.2%	3.9	3.7%	2.2	-4.2	-0.6%	-1.1	0.0%
[6] CCC(C)NC(=O)c1ccccc1NC(=O)CN1C(=O)c2cccc3cccc1c23 (centres undefined)
  1.1%	·	·	?	-1.1	·	0.7%	·	·
[7] NC(=O)CCCSc1nc2ccccc2[nH]1
  -2.4%	2.0%	-8.3	10.8%	4.7	1.9	1.4%	-0.1	3.7%
[8] Cc1cc2nc(-c3ccc(=O)[nH]c3)n(C)c2cc1C
  -0.8%	0.7%	5.6	49.1%[activator]	11.4	2.8	3.0%	-2.4	-1.7%
[9] COc1ccc(OCC(=O)NCCNC(=O)c2ccncc2)cc1
  2.0%	-5.9%	12.3	8.3%	4.2	3.6	0.9%	0.1	4.4%
[10] O=C(N/N=C/C=C/c1ccc2c(c1)OCO2)c1ccc([N+](=O)[O-])cc1
  12.1%	-4.8%	10.0	-4.5%	-1.3	·	0.9%	1.5	-12.6%
[11] CC(CCc1ccccc1)NCC(O)c1ccc(O)c(C(N)=O)c1 (centres undefined)
  -4.0%	-3.9%	-5.2	-0.9%	-10.4&13.9	2.7	6.5%	-0.1	-2.8%
[12] COc1ccc(NC(=O)COC(=O)C2C3CC4OC(=O)C2C4C3)cc1 (centres undefined)
  1.0%	3.1%	9.9	7.3%	7.0	-2.5	5.8%	0.9	5.7%
[13] COc1cccc(CN(C)CCCn2cnc(C(=O)Nc3ccc(C)c(C)c3)n2)c1
  -11.5%	-2.6%	-15.0	?	-30.3	1.1	7.6%	-0.4	7.3%
[14] CC(Oc1ccccc1)C(=O)Nc1ccc(S(=O)(=O)Nc2nccs2)cc1 (centres undefined)
  21.3%	-7.9%	-6.4	27.0%	-7.8	11.0	-2.6%	-3.3	-9.3%
[15] CCOc1ccc(S(=O)(=O)N(CC(=O)NC2CCCCC2C)Cc2ccco2)cc1 (centres undefined)
  1.6%[1.53 µM]	-2.4%	-8.5	?	-0.4	8.1	3.8%	0.3	-21.7%[57.1 µM]

More results:
Results follow in this order: HEK293 tox	PLK1 PBD inh	DRD3 antagonist	GLP1R inv ag	DRD3 agonist	PI5P4K alpha inh	GLP-1R agonist	IL-2 act	WRN inhibitor
[16] COc1ccc(N2CC(NS(=O)(=O)c3cccs3)CC2=O)cc1OC (centres undefined)
  -0.5%	4.8%	-4.8	4.4%	8.0	0.5	9.7%	-0.9	-6.8%
[17] COC(=O)CNC(=O)CCC(=O)N1CCN(C(c2ccccc2)c2ccccc2)CC1
  2.3%	-16.0%	-16.5	-22.2%	-7.8	-0.7	7.2%	1.2	-20.0%
[18] COc1ccc(-c2c(C(F)(F)F)nn(C)c2NC(C)=O)cc1
  ?	-6.1%	0.7	0.6%	1.7	6.5	6.0%	0.2	10.5%
[19] COc1ccc(-n2c(=O)c3ccccc3c3ccccc3c2=O)cc1
  -22.6%	-14.9%	-0.5	-9.7%	1.5	2.7	-11.9%	-0.6	?
[20] CS(=O)(=O)c1ccc(NCCN2CCOCC2)c([N+](=O)[O-])c1
  -6.4%	-9.7%	1.0	5.0%	-0.6	2.8	14.8%	0.3	0.5%
[21] CC(C)N1CC(C(=O)Nc2ccc(Cl)c([N+](=O)[O-])c2)CC1=O (centres undefined)
  -5.6%	0.4%	4.1	1.0%	0.9	-1.8	-1.5%	1.6	6.0%
[22] CCN(C(=O)c1ccc(NC(=O)c2ccco2)cc1)c1ccccc1
  6.4%	-2.4%	-6.4	-7.4%	-1.3	-3.3	-0.6%	-0.5	-20.2%
[23] O=C(O)CC(c1ccc(OC2CCCC2)cc1)N1C(=O)c2ccccc2C1=O (centres undefined)
  -0.5%	-10.1%	-13.0	11.7%	-9.0	-0.9	6.3%	-2.5	8.8%
[24] CCn1c(C(=O)NC2CCC(C)CC2)cc2sccc21 (centres undefined)
  -10.8%	1.8%	-7.8	?	-4.2	3.0	-2.2%	-0.7	-4.3%
[25] COc1cccc(NCc2nnc3n2CCCCC3)c1
  -2.9%	·	·	5.7%	2.1	·	6.6%	·	·
[26] O=C(NCc1ccco1)C1CCCN(S(=O)(=O)c2cc(Cl)ccc2Cl)C1 (centres undefined)
  -8.1%	1.7%	0.1	-10.2%	-2.0	-5.5	4.7%	-2.4	6.9%
[27] COc1ccc(C(O)c2coc3ccc(O)c(CN(C)C)c23)cc1 (centres undefined)
  ?	-1.7%	-15.3	?	1.4	0.5	-7.1%	-2.3	-4.4%
[28] C=CCn1cc(C(=O)NCCCOCC)c(=O)c2cc(S(=O)(=O)N(CC)CC)ccc21
  1.6%	-6.7%	3.0	55.5%[activator]	-6.6	2.0	8.2%	-0.6	8.7%
[29] Cc1ccc(S(=O)(=O)NCC2NCCc3ccccc32)cc1 (centres undefined)
  10.1%	-23.8%	?	-15.7%	-15.9	-20.0	7.4%	1.1	-31.5%
[30] O=c1[nH]c(-c2ccccc2Cl)nc2c1sc(=S)n2-c1ccccc1
  0.8%	-13.4%	-1.1	?	-8.7	1.7	0.4%	0.1	-8.3%

Additional compounds.
Results follow in this order: HEK293 tox	PLK1 PBD inh	DRD3 antagonist	GLP1R inv ag	DRD3 agonist	PI5P4K alpha inh	GLP-1R agonist	IL-2 act	WRN inhibitor
[31] O=C(O)c1n[nH]nc1-c1ccccc1
  7.0%	3.2%	-3.0	-2.0%	3.1	-10.1	-0.2%	3.1	-12.0%
[32] CCCOc1ccc(/C=N/NC(=O)CSc2ccccn2)cc1OC
  6.6%	1.3%	4.3	12.2%	-3.5	3.5	27.0%	-3.8	-5.8%
[33] COc1ccc(N(CC(=O)Nc2ccc(C)cc2)S(=O)(=O)c2c(C)noc2C)cc1
  -20.0%	7.9%	-1.9	1.1%	-1.7	-5.2	-5.0%	-0.3	2.5%
[34] O=C(c1c(F)cccc1Cl)N1CCN(S(=O)(=O)c2ccc3c(c2)OCCCO3)CC1
  -3.8%	2.7%	-3.6	7.6%	0.4	6.1	0.0%	-1.7	-10.1%
[35] CN(C)c1ccnc(C(=O)O)c1
  5.5%	-0.3%	-1.9	6.1%	0.6	-1.9	0.7%	-0.9	-10.1%[57.1 µM]
[36] CCCC(=O)NC(c1ccco1)c1cc(Cl)c2cccnc2c1O (centres undefined)
  -9.8%	-7.8%	19.0	?	-20.3	-1.0	-12.3%	-0.2	6.3%
[37] Cc1ccc(-c2cc(C(F)F)nc(N3CCC(C)CC3)n2)cc1
  -1.4%	2.7%	?	0.0%	2.7	18.2	-1.8%	-1.1	-2.7%
[38] O=C1/C(=C\c2ccc([N+](=O)[O-])cc2)CS(=O)(=O)C/C1=C/c1ccc([N+](=O)[O-])cc1
  3.16µM*	4.23µM*	?	?	-15.7	-83.1*	-31.1%[inhibitor]	-5.8	?
[39] Cc1ccccc1NC(=O)c1sc2nc3c(c(-c4ccco4)c2c1N)CCC3
  118.7%[activator]	?	?	14.8%	-9.0	-15.7	0.0%	13.7	-18.4%
[40] Cc1ccnc(NS(=O)(=O)c2ccc(NC(=O)C(C)(C)C)cc2)n1
  -6.3%	1.1%	1.8	9.3%	-1.1	1.3	3.5%	-0.5	1.6%
[41] COC(=O)c1sccc1NC(=O)c1ccco1
  -5.0%	1.1%	15.8	124.0%[activator]	-0.3	·	1.3%	1.2	0.4%
[42] CCc1ccc(S(=O)(=O)N/N=C\c2cn(CC(N)=O)c3ccccc23)cc1
  0.7%	-9.5%	-0.8	?	-5.6	2.4	6.2%	0.7	-17.0%
[43] COc1cc(C(=S)N2CCOCC2)cc(OC)c1OC(=O)c1cccc(C)c1
  1.2%	-6.5%	12.3	?	0.3	-2.5	17.2%	-3.3	-4.5%
[44] Cn1c(SCc2ccc(Br)cc2)nc2c(c1=O)SCC2
  1.6%	-2.8%	19.6	-16.5%	9.7	-12.5	5.1%	-1.1	-5.1%
[45] Cc1cccn2c(=O)c3cc(C(=O)NC4CCCC4)c(=N)n(C4CCCC4)c3nc12
  226.5%[activator]	-13.2%	198.1	21.0%	0.7	-1.2	8.0%	-0.5	-0.9%
[46] O=C(NC1CCCc2ccccc21)C1CCN(c2nnc(-n3cccc3)s2)CC1 (centres undefined)
  ?	-1.4%	?	?	2.2	0.3	-3.4%	-1.6	-14.4%
